Assay outcomes from PubChem.
BLM helicase inh – blocks DNA unwinding by human BLM helicase; P54132; recombinant BLM DNA unwinding, fluorescence dequenching; Potency, µM (top dose mostly 56.1 µM), without a hit: at the top dose activity change, negative = inhibition, actives largely listed as inhibitors; AID 2528; 0.2% of 350,000 active;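 note: plate controls were vehicle for no effect and no enzyme for full effect; nearly all actives have a fitted effect of over 35% in size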
G9a inh – blocks human histone lysine methyltransferase G9a. G9a H3K9 monomethylation, AlphaScreen, 2 h. Potency, µM (top dose mostly 102 µM), inactives show at the highest dose activity, negative = inhibition, hits mostly inhibitors. 8.8% of 350,000 active. AID 504332; note: % is set by controls: 0 for no effect and ±100 for the full control effect; nearly all actives have a fitted effect of over 75% in size
Target sequence (Q96KQ7 913-1193 limits assumed): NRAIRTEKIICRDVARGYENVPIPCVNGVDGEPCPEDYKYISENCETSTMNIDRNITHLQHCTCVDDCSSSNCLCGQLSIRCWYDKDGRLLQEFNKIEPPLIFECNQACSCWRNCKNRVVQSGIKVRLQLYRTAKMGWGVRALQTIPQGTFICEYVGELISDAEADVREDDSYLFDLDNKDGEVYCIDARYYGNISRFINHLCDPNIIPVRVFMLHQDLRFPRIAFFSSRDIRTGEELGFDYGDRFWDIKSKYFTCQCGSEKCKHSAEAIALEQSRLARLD
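G9a (20 nM) was preincubated 15 min with compound, then reacted 2 h at room temperature with 500 nM biotin-H3K9 peptide and 20 µM SAM. Monomethyl-H3K9 detected by AlphaScreen using anti-H3K9me1 antibody.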
Anesthetic bind – candidate novel general anesthetic via apoferritin binding; P02791; apoferritin/1-aminoanthracene competitive binding, fluorescence; Potency, µM (titrated, usually from 77.5 µM), inactives show at the top dose activity change, negative = displacement, usual class: inhibitors; 0.074% of 350,000 active; note: % is set by controls: 0 for no effect and ±100 for the full control effect; nearly all actives have a fitted effect of over 20% in size
Target sequence (P02791 2-175 limits assumed): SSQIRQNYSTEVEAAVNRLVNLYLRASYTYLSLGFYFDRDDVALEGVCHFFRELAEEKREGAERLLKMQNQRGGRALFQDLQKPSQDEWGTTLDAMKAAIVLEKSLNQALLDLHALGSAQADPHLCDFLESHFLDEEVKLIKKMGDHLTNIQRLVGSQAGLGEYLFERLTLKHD
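Steps: apoferritin (10 uM) was premixed with half-saturated 1-AMA in PBS, compounds were pin-transferred, plates stood 10 min at room temperature, fluorescence was read at 380/535 nm, and curves were fitted with a Hill equation.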
Pol iota inh – DNA polymerase iota (human) inhibition. AID 588590. 1% of 390,000 active. Q9UNA4. Potency, µM (top dose mostly 115 µM), for inactives: at the highest dose activity, negative = inhibition, usual class: inhibitors. Pol iota fluorescent replication assay, 10 min
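Pol iota at 10 nM preincubated 15 min with compounds at room temperature; reaction started with fluorescent substrate, 50 nM final. Fluorescence read kinetically at 0 and 10 min; buffer-only wells as negative control.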
Pol kappa inh – DNA polymerase kappa (human) inhibition; Q9UBT6; purified Pol kappa, fluorescent DNA synthesis assay, 10 min; Potency, µM (top dose mostly 107 µM), for the others: at the highest dose activity, negative = inhibition, actives largely listed as inhibitors; 0.53% of 400,000 active; AID 588579; note: % is set by controls: 0 for no effect and ±100 for the full control effect
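First, compounds were pin-transferred onto 10 nM Pol kappa. After 15 min at room temperature, substrate was added to 50 nM final. Fluorescence was then measured kinetically at 0 and 10 min.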
APE1 inh – inhibitors of human APE1 endonuclease. Potency, µM (top dose mostly 65.8 µM), without a hit: at the highest dose activity change, negative = inhibition, usual class: inhibitors. P27695. recombinant APE1, TAMRA/BHQ-2 abasic DNA cleavage fluorescence. 0.35% of 350,000 active. AID 2517;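 note: plate controls were vehicle for no effect and reference inhibitor for full effect; nearly all actives have a fitted effect of over 55% in size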
Target sequence (P27695 whole entry, looked up): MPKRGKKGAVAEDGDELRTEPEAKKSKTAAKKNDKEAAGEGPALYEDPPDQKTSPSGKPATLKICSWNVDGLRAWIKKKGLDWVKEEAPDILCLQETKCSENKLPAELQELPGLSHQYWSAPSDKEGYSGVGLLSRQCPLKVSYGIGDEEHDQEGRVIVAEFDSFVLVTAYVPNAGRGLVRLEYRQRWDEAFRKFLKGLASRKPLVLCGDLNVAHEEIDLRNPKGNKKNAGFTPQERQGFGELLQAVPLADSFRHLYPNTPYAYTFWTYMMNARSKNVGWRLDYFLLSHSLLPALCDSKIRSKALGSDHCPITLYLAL
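Substrate: short duplex with […] THF abasic site, 5'-TAMRA and 3'-BHQ-2, 50 nM final. APE1 at 0.75 nM, preincubated 15 min RT with compound. Fluorescence increase from first to third read measured activity.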
BAZ2B inh – BAZ2B (human) inhibition; Q9UIF8; Potency, µM (top dose mostly 114 µM), for the others: at the highest dose activity change, negative = inhibition, usual class: inhibitors; 4.4% of 360,000 active; AlphaScreen BAZ2B-H3K14Ac peptide displacement; note: % is set by controls: 0 for no effect and ±100 for the full control effect; nearly all actives have a fitted effect of over 60% in size
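Inhibition is scored as reduced AlphaScreen emission. The BAZ2B/b-H3(5-23)K14Ac complex (50 nM each) in PBS pH 7.4, 0.01% Tween-20 meets compound (up to 110 uM) for 30 min at RT before bead addition.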
POLB inh – DNA polymerase beta (human) inhibition | Pol beta primer extension/strand displacement, fluorescence kinetic | P06746 | Potency, µM (series often up to 114 µM), for inactives: at the top dose activity change, negative = inhibition, actives largely listed as inhibitors | 1.3% of 340,000 active; note: % is set by controls: 0 for no effect and ±100 for the full control effect
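Homogeneous kinetic assay of primer extension and strand displacement by 10 nM Pol beta, preincubated 15 min at room temperature with compound before 50 nM substrate (final) was added. Read at 0 and 10 min; four-parameter Hill fit.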
Pol eta inh – DNA polymerase eta (human) inhibition; recombinant Pol eta, fluorescent DNA replication assay; 1.2% of 390,000 active; Potency, µM (top dose mostly 114 µM), without a hit: top-dose activity change, negative = inhibition, actives largely listed as inhibitors; Q9Y253; AID 588591; note: % is set by controls: 0 for no effect and ±100 for the full control effect
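Fluorescent replication assay: 50 nM final substrate added after a 15 min room-temperature compound preincubation with 10 nM enzyme. Signal taken at 0 min and again at 10 min.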
* hit, by the source's call; u = inconclusive; x = not tested or not shown; [ ] = remark or other dose. Calls come from the whole dose curve; as a rule, active = well fitted curve in the direction sought with a large enough effect; inconclusive = small, poorly fitted or top-dose-only effect, or another doubt; inactive = no such curve, though single readings can be large; an effect the other way counts as inactive or inconclusive. Potency is the fitted concentration of half-maximal effect. This is a subset; count on the stated rates, not on these rows.

POLB inh | BLM helicase inh | APE1 inh | Pol kappa inh | Pol iota inh | Pol eta inh | Anesthetic bind | G9a inh | BAZ2B inh | compound
-7.6% | 0.8% | -0.5% | 6.4% | 11.3% | -8.7% | -2.7% | u | -2.4% | CCOC(=O)N1CCN(C(=O)c2ccc3c(=O)n(-c4ccc(F)cc4)c(=S)[nH]c3c2)CC1
16.8% | -1.5% | 7.4% | -10.9% | 17.3% | -1.8% | -7.3% | -31.6% | 2.6% | CCOC(=O)c1[nH]c(C)c(C(=O)OC(C)C(=O)Nc2ncc(Cl)cc2Cl)c1C (stereo unspecified)
x | x | 6.0% | -16.2% | 15.5% | -14.4% | x | 19.8%[12.7 µM] | 5.5% | COc1cc(/C=C(\C#N)C(=O)NCC2CCCO2)ccc1OC(=O)c1ccco1 (stereo unspecified)
22.5% | -18.8% | 0.8% | -21.0% | 36.7%[activator] | 6.2% | u | 10µM* | 11.6% | O=c1cccccc1NCc1ccccc1
4.2% | 8.7% | x | 13.3% | 16.1% | 0.2% | 4.0% | 10.2%[59 µM] | 1.7% | CCOc1ccc(C(=O)c2oc3ccccc3c2NC(=O)c2cc(=O)c3ccc(C)cc3o2)cc1
6.3% | -5.4% | x | -8.8% | 2.4% | -4.9% | -11.5% | -9.1%[59 µM] | -28.7% | CC1CCN(C(=O)Cn2cc(SCC(=O)NCc3ccccc3Cl)c3ccccc32)CC1
-21.6% | -2.1% | 3.2% | -5.6% | 131.0%[activator] | -4.5% | -4.6% | 1.58µM* | u | Fc1ccc(/C=N/n2c(COc3ccccc3)n[nH]c2=S)cc1
2.6% | -2.5% | 7.9% | -7.9% | 83.8%[activator] | -14.5% | -9.0% | 2.4% | 11.0% | O=C(Cc1ccc(Cl)cc1Cl)OCC(=O)N1CCCCC1
10.9% | -8.2% | 2.4% | -16.0% | 36.7%[activator] | -21.7% | -22.6% | -26.5% | -35.2% | COC(=O)C1NN=C(C(=O)c2ccc(Cl)cc2)C1c1ccc(OC)cc1 (stereo unspecified)
u | -4.8% | -18.3% | -6.3% | -6.7% | -21.4% | 65.4%[activator] | x | -31.0% | COc1ccc(/C=C2\Oc3cc(OCC(=O)N4CCC(C(=O)O)CC4)ccc3C2=O)c(OC)c1

A draw from above in order of molar mass, high to low:
POLB inh | BLM helicase inh | APE1 inh | Pol kappa inh | Pol iota inh | Pol eta inh | Anesthetic bind | G9a inh | BAZ2B inh | compound
4.2% | 8.7% | x | 13.3% | 16.1% | 0.2% | 4.0% | 10.2%[59 µM] | 1.7% | CCOc1ccc(C(=O)c2oc3ccccc3c2NC(=O)c2cc(=O)c3ccc(C)cc3o2)cc1
16.8% | -1.5% | 7.4% | -10.9% | 17.3% | -1.8% | -7.3% | -31.6% | 2.6% | CCOC(=O)c1[nH]c(C)c(C(=O)OC(C)C(=O)Nc2ncc(Cl)cc2Cl)c1C (stereo unspecified)
-21.6% | -2.1% | 3.2% | -5.6% | 131.0%[activator] | -4.5% | -4.6% | 1.58µM* | u | Fc1ccc(/C=N/n2c(COc3ccccc3)n[nH]c2=S)cc1

Next records
POLB inh | BLM helicase inh | APE1 inh | Pol kappa inh | Pol iota inh | Pol eta inh | Anesthetic bind | G9a inh | BAZ2B inh | compound
4.3% | -2.4% | x | -13.5%[60.1 µM] | -0.7% | -11.7% | 48.4%[activator] | 5.9%[59 µM] | 6.4% | Cc1nn(CC(=O)Nc2ccccc2F)c(=O)c2c(C)n(-c3ccc(Cl)cc3)nc12
x | x | -7.5% | -14.1% | 15.2% | -10.6% | x | 8.91µM* | 9.5% | COCCN(C(=O)CSc1nn(-c2ccc(F)cc2)c(=S)s1)c1c(N)n(CC(C)C)c(=O)[nH]c1=O
10.5% | -2.0% | u | -2.1% | 7.0% | -1.5% | -13.3% | 34.5% | 1.8% | COc1cc(CCC(=O)OCc2nnc(-c3ccccc3)o2)cc(OC)c1OC
-20.2% | -2.9% | 9.8% | -1.7% | 20.4% | -14.9% | -9.8% | -1.6%[0.501 µM] | 4.9% | CC(C)(C)C(=O)Nc1ccccc1-c1nc2ccccc2[nH]c1=O
-29.0% | -5.8% | x | -23.1% | 37.3%[activator] | -17.4% | -0.2% | 2.5%[59 µM] | -1.5% | Cc1ccc(Cl)cc1NC(=O)C1CCC(CNS(=O)(=O)c2cccc3nsnc23)CC1 (stereo unspecified)
-27.2% | -1.0% | u | -7.5% | 13.3% | -8.9% | 4.8% | 14.1µM* | u | Cc1cc(C)c(-n2[nH]nnc2=S)c(C)c1
0.5% | -1.3% | 72.3%[activator] | 5.0% | 23.5% | -10.3% | 2.6% | 13.9%[59 µM] | -0.1% | COc1ccccc1NC(=O)C1CCN(S(=O)(=O)c2cccc3nonc23)CC1
11.7% | -8.7% | 12.3% | -12.9% | 96.8%[activator] | -7.2% | -10.3% | -9.3% | -3.1% | O=C(NCC(=O)N1CCCCCC1)c1ccc(Cl)cc1
3.6% | -1.4% | 23.1% | -23.1% | 21.2% | -1.1% | 6.4% | 18.2% | 5.4% | CCCC(=O)Nc1ccc2c(c1)nc(CN1CCN(C(=O)OCC)CC1)n2C
11.6% | -4.1% | -0.8% | -5.2% | 30.2%[activator] | -7.2% | -3.9% | 1.7% | -14.9% | Cc1cc(C)nc(N/N=C/c2c(C)oc3ccccc23)n1
3.3% | 0.3% | -7.7% | -4.5% | 5.5% | -14.1% | -2.8% | 14.3%[59 µM] | -0.6% | Nc1cc(=O)[nH]c(SCc2csc(-c3ccccc3)n2)n1
0.1% | -10.2% | -3.1% | -17.5% | 2.2% | -17.4% | -17.3% | 44.7µM* | -3.9% | Cc1sc(NC(=O)c2ccco2)nc1-c1ccc2c(c1)CC(C)N2C(=O)C1CC1 (stereo unspecified)
1.7% | -2.3% | 0.3% | -5.5% | u | -14.7% | -13.2% | 3.8% | 8.0% | O=C(NC1CCCCCC1)C1CCCN1S(=O)(=O)c1cccc2cccnc12 (stereo unspecified)
-0.1% | 0.1% | x | -4.6%[60.1 µM] | 11.6% | -2.3% | -6.5% | -0.6%[59 µM] | -0.4% | COc1ccc(/C=C\C(=O)NC2CC(=O)N(c3ccc(F)cc3)C2)cc1OC (stereo unspecified)
x | x | -8.4% | -0.1% | 24.3% | -16.1% | x | -126.2%[12.7 µM] | 10.8% | CCN(CC(=O)NCc1ccc(Cl)cc1)C(=O)c1c(C)noc1C
72.2% | -0.1% | -5.3% | -7.5% | 10.6% | -20.3% | -9.6% | -33.7%[59 µM] | 12.7% | S=C(NCC1CCCO1)n1nnc2ccccc21 (stereo unspecified)
6.4% | 1.9% | 0.0% | -5.5% | -2.2%[58.9 µM] | -16.7% | -9.5% | u | -4.8% | CCOc1ccc(-c2nn3c(-c4ccccc4)nnc3s2)cc1
3.0% | -7.9% | x | -9.7%[60.1 µM] | -16.0% | 2.0% | 84.4%[activator] | -21.0%[59 µM] | -32.4% | Cc1cccc(-n2c(C)nc3cc(C(=O)NC4CCCCCC4)ccc32)c1
1.1% | -12.0% | x | -5.2%[60.1 µM] | 8.4% | -16.0% | u | 2.2%[59 µM] | -17.3% | Cc1ccc(C)c(N(C)S(=O)(=O)c2ccc3[nH]cc(C(=O)NC4CCCC4)c(=O)c3c2)c1
-0.9% | -4.8% | -1.1% | 3.6% | 9.3% | -4.0% | -1.3% | 36.7%[59 µM] | -2.2% | Cc1onc(-c2ccccc2)c1C(=O)N(Cc1ccccn1)Cc1ccccn1
18.4% | -6.4% | 2.2% | -7.5% | 72.6%[activator] | 1.5% | -0.2% | x | -37.6% | CCOC(=O)c1sc(NS(=O)(=O)c2ccc(F)cc2)nc1C
18.3% | 1.3% | -1.0% | 14.6% | 14.4% | -7.1% | 0.8% | 2.6%[12.7 µM] | -30.5% | CCc1nnc(NS(=O)(=O)c2ccc(NS(=O)(=O)c3ccccc3)cc2)s1
3.7% | -0.2% | 5.0% | 3.5% | u | -3.3% | u | u | u | Cc1nn(C)c(C)c1S(=O)(=O)N1CCCC(C(=O)N2CCN(c3ccc(Cl)cc3)CC2)C1 (stereo unspecified)
-1.7% | 4.5% | -4.6% | -19.9% | 5.9% | 4.0% | -3.2% | u | x | CC(=O)N(CCCN(C)C)c1nc2ccc(C)cc2s1
-13.1% | -26.3% | -0.3% | u | u | -8.2% | -16.5% | 14.1µM* | u | COC(=O)C1=C(CSc2nc3c(cc2C#N)CN(C)CC3)OC(N)=C(C#N)C1c1ccccc1F (stereo unspecified)
11.8% | -11.4% | 11.4% | -6.3% | 14.6% | -11.1% | -6.9% | 70.7% | 0.2% | CCc1nnc(NC(=O)c2cc(C)oc2C)s1
x | x | 3.8% | -23.5% | 8.4% | -17.7% | x | x | x | C[C@H](NS(=O)(=O)c1c(Cl)cccc1Cl)C(=O)NNC(=O)COc1ccccc1F
x | x | 24.8% | -17.5% | 22.3% | -0.8% | x | -25.4% | 4.4% | COc1cccc(/C=N/NC(=O)c2ccc(-n3cnnn3)cc2)c1
3.6% | -0.3% | -3.7% | 5.7% | -2.7% | -7.9% | -10.7% | 16.3%[59 µM] | 6.9% | C/C(=N\O)C(C)(C)NC(=O)Nc1ccc(Cl)cc1
6.9% | -1.1% | x | 6.0% | 8.0% | -13.1% | 14.7% | 9.7%[59 µM] | -1.4% | CCC(=O)N1CCc2cc(Br)cc(S(=O)(=O)NCCc3ccccc3)c21
0.9% | -0.7% | -10.4% | -4.2% | -13.8% | -9.4% | -1.3% | 13.3%[59 µM] | 2.1% | CCOCCn1cnc2sc(C(=O)NCC(=O)OCC)c(C)c2c1=O
8.2% | -5.7% | x | -10.4% | 9.8% | -10.4% | u | u | -14.1% | COC(=O)c1ccc(Cn2c(SCc3ccccc3F)nc3ccncc32)cc1
14.8% | -6.6% | 0.1% | -2.6% | 9.2% | -4.8% | u | -13.5% | -1.6% | Nn1c(SCC(=O)Nc2ccc(F)cc2F)nnc1C1CCCCC1
-2.6% | -7.5% | x | -10.5%[60.1 µM] | 13.6% | 0.1% | -10.7% | 11.3%[59 µM] | 5.6% | CC1CCCCN1S(=O)(=O)c1ccc(F)c(C(=O)Nc2ccccc2C(F)(F)F)c1 (stereo unspecified)
